Screening data deposited in PubChem by The Scripps Research Institute Molecular Screening Center.
PRMT1 inh: inhibitors of human PRMT1 | Q99873 | recombinant PRMT1, activity-based probe fluorescence polarization | inhibition, % at 2.79 µM | 1.3% of 370,000 active | AID 652257;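 active = inhibition above about 21% made by adding two undisclosed values, limit read from the data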
LEDGF integ inh: blocks HIV-1 LEDGF/p75-dependent DNA integration; TR-FRET IN-LEDGF/p75 DNA integration, Eu/Cy5; inhibition, % at 3.7 µM; 0.64% of 370,000 active; AID 743269;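 active = inhibition above the screen-wide mean plus 3 SD, cut at about 13% in these data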;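 also: signal is the Cy5 over europium emission ratio at 671 and 618 nm; 0% = plate median of compound wells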
DDE Tn7 FP inh: inhibitors of Tn7 peptide binding to human fibrin DD(E); P02675; FP displacement of FITC-Tn7 peptide from fibrin DD(E); 0% = median of compound wells per plate; inhibition, % at 8.3 µM; 0.13% of 370,000 active; AID 720508;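 active = inhibition above the mean of compounds falling within the control limits plus 3 SD of them, cut at about 14% in these data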;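 also: 0% = plate median of compound wells and 100% = 10 µM Aha-Tn7 peptide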
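Assay system: Human fibrin DD(E) protein | Medium: Tris buffer with calcium and detergent, pH 7.8 | Reagent: 0.1 µM fluorescent Tn7 | Compound dosing: Single point at 8.3 µM | Times: 10 min preincubation, 3 h with tracer, room temperature | Detection: Fluorescence polarization of the labelled Tn7 tracer | Controls: Aha-Tn7 high control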
PG9 Ab binder: binds the HIV-1 gp120 antibody PG9. TR-FRET gp120-PG9 antibody binding. inhibition, % at 6.7 µM. 0.43% of 360,000 active; in the data active = inhibition above about 8.5%
mABHD4 FP: inhibits mouse alpha/beta hydrolase domain 4. Q8VD66. purified mABHD4, FP-Rh probe fluorescence polarization. inhibition, % at 8.92 µM. 0.54% of 370,000 active. AID 720543;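 active = inhibition exceeding the mean over every tested compound plus 3 SD, cut at about 30% in these data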;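 also: 0% = plate median of compound wells and 100% = S159A mutant with DMSO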
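Assay system: wild-type mouse ABHD4 protein; compound: single nominal dose of 8.92 µM, 0.89% DMSO final; schedule: 45 min + 60 min at 25 °C; measured by: FP readout, ex 525 nm / em 598 nm; evaluation: % inhibition of FP-Rh probe binding versus controls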
TDP2 absorb: blocks human TDP2 phosphodiesterase activity; 0.34% of 370,000 active; recombinant TDP2, T5PNP hydrolysis, p-nitrophenol absorbance 415 nm; inhibition, % at 12.8 µM; O95551;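 active = inhibition above the mean of all tested compounds plus 3 SD, set per campaign, cut at about 25% in these data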;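 also: 0% = DMSO with enzyme and 100% = buffer with substrate but no TDP2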
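test system = human TDP2 enzyme | input = TDP2 enzyme at 120 nM final | medium = 50 mM Tris-HCl pH 7.5 with Mg2+, KCl, DTT, BSA | also added = T5PNP substrate, 5 mM | times = 2 h at 37 °C | technique = epi absorbance | benchmarks = high control without enzyme, low control DMSO plus TDP2 | replication = each compound tested once, singlicate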
UHRF1 MBD2 ctr: human UHRF1 methylated DNA binding inhibitors; Q96T88; UHRF1 binding to methylated oligo, TR-FRET; inhibition, % at 4.4 µM; 0.75% of 370,000 active; in the data active = inhibition above about 21%;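 also: UHRF1 SRA domain binding a hemimethylated CpG hairpin DNA probe; 0% = median of test compound wells and 100% = reference inhibitor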
Target sequence (Q96T88 whole entry, looked up, the tested form may be a part): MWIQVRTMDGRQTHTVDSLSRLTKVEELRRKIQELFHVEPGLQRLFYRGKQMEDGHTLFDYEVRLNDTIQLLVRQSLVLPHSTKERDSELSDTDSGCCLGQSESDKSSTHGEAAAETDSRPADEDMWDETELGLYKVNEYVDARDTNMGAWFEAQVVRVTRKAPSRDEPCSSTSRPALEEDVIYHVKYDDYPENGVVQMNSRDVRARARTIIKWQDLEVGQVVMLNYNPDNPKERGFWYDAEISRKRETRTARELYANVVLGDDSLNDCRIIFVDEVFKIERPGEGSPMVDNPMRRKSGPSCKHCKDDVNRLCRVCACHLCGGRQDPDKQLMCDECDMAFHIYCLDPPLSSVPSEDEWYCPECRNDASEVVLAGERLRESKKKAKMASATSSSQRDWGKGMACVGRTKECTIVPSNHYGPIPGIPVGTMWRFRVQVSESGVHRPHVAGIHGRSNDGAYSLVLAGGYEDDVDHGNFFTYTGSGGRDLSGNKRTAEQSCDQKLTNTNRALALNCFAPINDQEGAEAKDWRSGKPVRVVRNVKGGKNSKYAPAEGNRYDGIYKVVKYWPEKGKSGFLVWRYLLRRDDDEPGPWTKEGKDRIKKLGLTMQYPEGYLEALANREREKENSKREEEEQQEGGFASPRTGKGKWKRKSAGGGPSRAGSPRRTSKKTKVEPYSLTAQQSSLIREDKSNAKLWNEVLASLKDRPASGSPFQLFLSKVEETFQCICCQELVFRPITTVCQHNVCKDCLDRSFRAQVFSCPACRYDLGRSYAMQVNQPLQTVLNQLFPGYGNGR
HTRA1 inh: HTRA1 (human) protease inhibition; 0.5% of 340,000 active; recombinant HTRA1, FP-rhodamine activity-based probe, fluorescence polarization; inhibition, % at 5.96 µM; in the data active = inhibition above about 36%;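 also: 0% = enzyme with DMSO and 100% = wells lacking enzyme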
SIAE inh: human SIAE inhibition, primary screen | AID 1053197 | Q9HAT2 | inhibition, % at 9.66 µM | 0.69% of 370,000 active | SIAE FP-Rh probe binding, fluorescence polarization;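 active = inhibition above a cutoff: mean of compounds within the control limits plus 3 SD of those, cut at about 17% in these data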;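 also: 0% = plate median of compound wells and 100% = probe without SIAE protein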
TCR-CD3 inh: blocks the human TCR-CD3 interaction. AID 651800. 0.37% of 360,000 active. inhibition, % at 9.4 µM. TAMRA-labeled TCR probe fluorescence, biochemical; in the data active = inhibition above about 19%;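 also: recombinant mutant TCR 2C K166C tagged with TAMRA read by polarization; 0% = receptor in buffer alone and 100% = receptor with positive control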
* hit, by the source's call; x = no result given.

SMILES	PRMT1 inh	LEDGF integ inh	DDE Tn7 FP inh	PG9 Ab binder	mABHD4 FP	TDP2 absorb	UHRF1 MBD2 ctr	HTRA1 inh	SIAE inh	TCR-CD3 inh
O=C(c1ccc(F)cc1)C1CCN(CCCn2c(=O)[nH]c3ccccc32)CC1	-6	-3	-2	-1.1	5	7	-2	x	8	-4
COc1cccc(NC(=O)c2ccccc2-c2nc(-c3ccccc3)no2)c1	1	0	5	-2.0	-6	0	-4	-50	-25	7
Cc1ccc(S(=O)(=O)NCCC(=O)N2CCC(C(N)=O)CC2)cc1C	2	-4	-3	0.3	2	9	0	4	2	3
CCOc1ccc2nc(Cl)c(/C=C/C(=O)c3ccco3)cc2c1	0	2	2	-0.8	-8	-1	12	-18	-11	1
CCn1c(SCC(=O)Nc2cc(C)ccc2C)nc2c(c1=O)SC(C)C2 (centres undefined)	0	1	-9	0.5	4	11	0	0	4	-4
O=C(/C=C/[C@H]1O[C@@H](n2cnc3c(NC(=O)c4ccccc4)ncnc32)[C@H](O)[C@@H]1O)NCc1ccco1	2	-3	2	0.5	2	2	2	x	3	4
O=C(c1ccccc1)c1ccc2nc(-c3ccco3)c(-c3ccco3)nc2c1	34*	18*	-5	0.2	44*	15	-4	45*	25*	13
CN1C(=S)SC(/[N+]([O-])=C\c2ccc(Cl)cc2)C1(C)C (centres undefined)	5	4	0	0.3	-12	-13	6	-3	-1	-11
O=C(COc1ccc2ccccc2c1)Nc1ccc(Br)cc1C(=O)O	-2	1	7	-0.5	-83	-7	1	-24	-11	2
O=C(Nc1nccs1)[C@@H]1CCCN1S(=O)(=O)c1ccc(Cl)cc1	4	-3	-3	2.0	5	-7	0	-2	-4	-1
CC1CN(c2nc3c(c(=O)n(Cc4ccc(Cl)cc4)c(=O)n3C)n2C)CC(C)O1 (centres undefined)	1	1	4	2.1	0	7	2	-8	2	-2
CN(CC(=O)Nc1ccc(F)cc1)C(=O)COC(=O)c1ccc(-c2ccccc2)cc1	2	-3	4	3.3	7	0	6	-9	-5	3
COc1cc(C)ccc1OCC(=O)Nc1ccc2c(c1)OCO2	12	-2	2	-1.8	12	7	0	0	10	9
COc1ccc(C2/C(=C(/O)c3ccc4c(c3)CC(C)O4)C(=O)C(=O)N2CCCN2CCOCC2)cc1 (centres undefined)	2	2	-4	-0.2	10	-10	-3	-17	-5	1
CCOC(=S)SCc1cn2cccc(C)c2n1	57*	-6	1	-1.0	-14	-5	5	5	-5	6

6 entries drawn at random from those above:
SMILES	PRMT1 inh	LEDGF integ inh	DDE Tn7 FP inh	PG9 Ab binder	mABHD4 FP	TDP2 absorb	UHRF1 MBD2 ctr	HTRA1 inh	SIAE inh	TCR-CD3 inh
O=C(c1ccc(F)cc1)C1CCN(CCCn2c(=O)[nH]c3ccccc32)CC1	-6	-3	-2	-1.1	5	7	-2	x	8	-4
CN1C(=S)SC(/[N+]([O-])=C\c2ccc(Cl)cc2)C1(C)C (centres undefined)	5	4	0	0.3	-12	-13	6	-3	-1	-11
CC1CN(c2nc3c(c(=O)n(Cc4ccc(Cl)cc4)c(=O)n3C)n2C)CC(C)O1 (centres undefined)	1	1	4	2.1	0	7	2	-8	2	-2
O=C(c1ccccc1)c1ccc2nc(-c3ccco3)c(-c3ccco3)nc2c1	34*	18*	-5	0.2	44*	15	-4	45*	25*	13
O=C(Nc1nccs1)[C@@H]1CCCN1S(=O)(=O)c1ccc(Cl)cc1	4	-3	-3	2.0	5	-7	0	-2	-4	-1
O=C(/C=C/[C@H]1O[C@@H](n2cnc3c(NC(=O)c4ccccc4)ncnc32)[C@H](O)[C@@H]1O)NCc1ccco1	2	-3	2	0.5	2	2	2	x	3	4

Other structures
SMILES	PRMT1 inh	LEDGF integ inh	DDE Tn7 FP inh	PG9 Ab binder	mABHD4 FP	TDP2 absorb	UHRF1 MBD2 ctr	HTRA1 inh	SIAE inh	TCR-CD3 inh
Nc1[nH]nc2nnc(-c3c(-c4ccccc4)nn4ccccc34)cc12	6	-3	7	x	-6	-2	-2	x	-1	x
O=c1ccn(CCOc2ccc(Cl)cc2)c(=O)[nH]1	0	0	-2	-1.8	7	1	5	-1	0	-1
CCOc1ccc(OCC)c(NC(=O)CC2Oc3ccc(C)cc3NC2=O)c1 (centres undefined)	1	-3	1	-2.8	4	1	2	-6	-2	-1
CC(C)c1ccc(/C=C2\CC/C(=C\C=N\N(C)C)C2=O)cc1	-2	2	7	-1.2	-4	-9	-2	-2	2	-2
CCOC(=O)[C@]12CCC=C1N(CCC1=CCCCC1)C(=O)[C@H](CC(=O)NCC1CCCCC1)C2	-1	1	-3	-1.6	3	-3	0	x	4	3
O=S1(=O)N[C@H](Cc2ccccc2)COc2cc(N3CCOCC3)ccc21	2	-2	6	-0.8	2	4	7	x	-7	-1
COc1ccccc1CN1CC(C(=O)NCc2cc(F)ccc2C)CCC1=O (centres undefined)	-1	-1	-3	0.2	-9	-13	-1	-3	-5	-7
CCCCOc1ccc(/C=C/C(=O)OCC(=O)NC(=O)NCC(C)C)cc1OCC	0	4	-4	-3.9	-12	-20	7	-3	-10	3
CN1CCN(C(=O)c2ccc(S(=O)(=O)Nc3ccccc3)cc2)CC1	0	-1	9	-0.1	1	-2	-1	3	-2	2
O=C(Nc1ccc2c(c1)OCO2)c1ccc(CO)cc1	4	-4	4	-0.5	6	9	3	4	3	-2
CN(C)c1ncnc2c1ncn2[C@H]1CN(CCN2CCOCC2)C[C@@H](CO)O1	-6	3	-5	2.5	-6	-13	3	x	-2	-9
COCCn1c(SC(C)C(=O)NC2CC2)nnc1-c1cccc(C)c1 (centres undefined)	-2	2	1	0.7	-6	-2	4	-2	1	-10
CC(C)(C)c1ccc(C2(C)NC(=O)N(CC(=O)Nc3ccc4c(c3)OCO4)C2=O)cc1 (centres undefined)	-2	-2	3	-0.8	0	-14	2	-9	-3	7
Cc1ccc(C)c(S(=O)(=O)N2CCN(C(=O)Cn3c(C(F)(F)F)nc4ccccc43)CC2)c1	-6	0	0	2.0	-2	6	0	0	3	-3
O=C(Nc1cc(C(F)(F)F)ccc1N1CCOCC1)c1ccc(Br)o1	0	4	-3	-4.0	1	-10	0	-7	4	1
COC(=O)c1ccc(OC(=O)/C=C/c2ccco2)cc1	8	2	-1	-0.6	-1	2	3	2	-2	-5
O=C1N(C2CCCC2)C[C@@H]2C[C@@H](c3cn[nH]c3-c3ccc(Cl)cc3)N3CCC[C@@]123	-2	-6	7	-1.8	6	-3	-5	-2	9	8
COc1cc(NC(=O)C2CC2)c(OC)cc1NC(=O)c1ccco1	-4	-2	-5	0.4	2	-6	-1	0	1	11
Cc1cc2nc(N)sc2cc1C	1	-1	3	-1.1	4	0	0	-2	-4	3
Nc1ccc2c(c1)C(=Cc1cccnc1)c1ccccc1-2	2	-3	0	-5.0	21	8	-4	18	3	1
COc1ccc(C(=O)Oc2ccc(Br)cc2C(=S)N2CCOCC2)cc1	-1	0	8	-0.1	-5	8	-1	-12	6	11
O=C(Nc1cccc(Cl)c1Cl)Nn1cnnc1	-3	-1	5	-1.4	1	5	0	2	-4	4
Cc1ccc(OCCCOc2cccc3cccnc23)cc1C	-4	-2	-2	-0.2	-18	-4	-1	-27	4	6
Cc1cscc(C)c1=S	12	1	6	0.6	1	9	-1	2	0	-2
Nc1nc(NCCCN2CCOCC2)nc(Nc2cccc(Cl)c2)c1[N+](=O)[O-]	4	-3	-4	-0.6	0	9	4	-11	-6	-4
Cc1cc(C)c(S(=O)(=O)Nc2ccc(N3CCOCC3)cc2)c(C)c1	-2	-4	-2	-1.0	6	11	0	7	13	4
COc1cccc(NC(=O)CN(C)C(=O)c2ccc(-c3cccc(C(F)(F)F)c3)o2)c1	-3	3	-8	-0.6	-3	-8	0	-11	6	1
COc1ccccc1/C=N/n1cnnc1	-4	1	5	0.1	-3	10	-2	2	2	7
O=C1NC2(CCCCO2)CO1 (centres undefined)	-2	0	7	1.0	-3	6	-3	-12	0	5
CCOC(=O)c1c(N)sc(C(=O)N2CCCCC2)c1C	-1	0	1	1.4	6	8	-1	1	3	0
CCC(=O)Nc1ccccc1C(=O)OC(c1ccccc1)c1ccccc1	-2	-3	7	1.1	-11	7	-1	-18	1	-1
CN(C)C(=O)CSc1nc2ccccc2n1Cc1ccccc1	-3	5	-9	-0.9	-5	-10	2	-4	-4	2
CC(=O)OCC(=O)C1(O)CCC2C3CC(F)C4=CC(=O)CCC4(C)C3C(O)CC21C (centres undefined)	-5	-3	1	-0.3	-6	4	1	-5	3	5
CC1(C)NC(=O)N(CC(=O)Nc2nc(-c3ccc(F)cc3)cs2)C1=O	-2	-4	0	0.9	-5	8	-3	-4	-4	3
CC(=O)c1ccc(NC(=S)Nc2ccn(Cc3ccc(Br)cc3)n2)cc1	3	-5	2	0.6	-4	-16	-1	-2	0	-5
O=C(Nc1ccc(F)cc1Cl)c1ccc2c(=O)n3c(nc2c1)CCCCC3	-2	-2	9	29*	-1	4	0	-1	0	5
CC(C)C(Sc1nc(-c2ccccc2)cc(-c2ccccc2)c1C#N)C(=O)O (centres undefined)	0	9	-2	-1.3	-85	0	-1	-64	-9	3
C[C@H](CO)N1C[C@H](C)[C@@H](CN(C)S(=O)(=O)c2cn(C)cn2)Oc2c(NS(=O)(=O)c3cn(C)cn3)cccc2C1=O	3	1	-2	-0.1	5	4	0	-1	-2	1

LEDGF integ inh: hit marks shown above
SMILES	PRMT1 inh	LEDGF integ inh	DDE Tn7 FP inh	PG9 Ab binder	mABHD4 FP	TDP2 absorb	UHRF1 MBD2 ctr	HTRA1 inh	SIAE inh	TCR-CD3 inh
O=C(c1ccccc1)c1ccc2nc(-c3ccco3)c(-c3ccco3)nc2c1	34*	18*	-5	0.2	44*	15	-4	45*	25*	13
